Screening results deposited in PubChem by several laboratories.
STEP inh: blocks human striatal-enriched tyrosine phosphatase; P54829; recombinant STEP, OMFP fluorogenic substrate, fluorescence; inhibition, % at 20 µM; actives 0.25% (n = 360,000);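 active means inhibition at 20 µM, scaled per plate between control wells, above about 37%, limit read from the data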;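 further: 0% = DMSO with enzyme and substrate and 100% = substrate only without enzyme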
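System: STEP (striatal-enriched tyrosine phosphatase) enzyme, cell-free; medium: Bis-Tris pH 6.0 buffer with DTT, detergent; dosing: 20 µM, 1% DMSO; times: reaction 20 min, ambient temperature; detection: fluorescence, 480/540 nm; read-out basis: normalized % inhibition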
Rpn11 inh: Rpn11 (human) deubiquitinase inhibition; actives 0.59% (n = 360,000); calls only at 20 µM; human 26S proteasome, Ub4-pepOG fluorescence polarization; 20S core pre-blocked with epoxomicin;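 active means inhibition at 20 µM, scaled to each plate's controls, above about 33%, limit read from the data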
Tb MetRS inh: Trypanosoma brucei MetRS inhibition; inhibition, % at 11.9 µM; purified T. brucei MetRS, ATP depletion, Kinase-Glo luminescence; actives 0.4% (n = 360,000);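 active means inhibition above a per-plate cutoff of the control wells' mean inhibition plus 3 SD, cut at about 5.5% in these data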;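 further: 0% = DMSO wells median and 100% = median of wells with control inhibitor compound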
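Material: parasite MetRS enzyme / Replication: singlicate, one well per compound / Signal: luminescence of leftover ATP / Schedule: 2 h aminoacylation at 25 °C after 15 min preincubation / Medium: HEPES-MgCl2-KCl buffer plus DTT, spermine, BSA, pyrophosphatase / Doses: 11.9 µM single point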
LMPTP block: blocks human LMPTP phosphatase; P24666; recombinant LMPTP-A, OMFP fluorogenic substrate, fluorescence intensity; inhibition, % at 20 µM; actives 0.22% (n = 360,000);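 active means compounds that cut the enzyme signal by at least half of the control window in the single-dose screen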;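 further: plate controls were DMSO wells with enzyme plus substrate for no effect and substrate without enzyme for full effect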
Target sequence (P24666 whole entry, looked up): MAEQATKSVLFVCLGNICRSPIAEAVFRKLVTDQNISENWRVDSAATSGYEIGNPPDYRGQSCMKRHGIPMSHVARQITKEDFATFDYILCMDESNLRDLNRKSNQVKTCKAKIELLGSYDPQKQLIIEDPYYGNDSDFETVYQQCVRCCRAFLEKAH
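Test system: LMPTP-A phosphatase enzyme; input: 0.625 nM LMPTP-A final; reagent: OMFP substrate, 400 µM final; compound dosing: 20 µM single dose, 3% DMSO; incubation: 50 min dark incubation at room temperature; measured by: endpoint fluorescence intensity from OMFP dephosphorylation; measure: % inhibition relative to no-enzyme and uninhibited control wells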
CSN inh: inhibitors of human CSN-mediated cullin deneddylation; Purified CSN, SCF-Nedd8-OG deneddylation, fluorescence polarization; Q92905; inhibition, % at 12.5 µM; actives 0.38% (n = 360,000);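 active means pattern-corrected inhibition above about 35%, with an unprinted fluorescence ratio check between 0.5 and 1.5, limit read from the data, passing the limit was not always enough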;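 further: 0% = enzyme with substrate and 100% = substrate without enzyme; some results filed as inactive read as strong as hits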
Target sequence (Q92905 whole entry, looked up, one chain of several): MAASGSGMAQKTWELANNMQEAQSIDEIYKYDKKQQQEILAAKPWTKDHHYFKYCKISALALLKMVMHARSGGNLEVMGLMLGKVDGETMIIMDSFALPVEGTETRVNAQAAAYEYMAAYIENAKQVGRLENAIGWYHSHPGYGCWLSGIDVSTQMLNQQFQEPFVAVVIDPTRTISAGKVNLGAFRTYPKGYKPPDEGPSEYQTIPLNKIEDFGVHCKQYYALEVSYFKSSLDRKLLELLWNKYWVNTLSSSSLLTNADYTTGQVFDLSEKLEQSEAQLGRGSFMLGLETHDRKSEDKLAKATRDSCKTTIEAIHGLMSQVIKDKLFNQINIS
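Schedule: reaction 90 min, room temperature / Assay system: HEK293T-derived human Csn5 enzyme / Input: Csn5 at 0.24 nM final / Measure: inhibition of Csn5 cleavage, % / Control set: substrate-only high control, full reaction low control / Technique: fluorescence polarization of the substrate / Buffer or medium: Tris/NaCl/DTT buffer, pH 7.5 / Reagent: SCFSkp2-Nedd8OG substrate at 10 nM final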
SUMO1-SIM PPI: SUMO1-SIM interaction modulation; P63165; SUMO1 binding to a labelled peptide, TR-FRET, 1 h; inhibition, % at 20 µM; actives 0.33% (n = 360,000); in the data active means inhibition above about 37%
Target sequence (P63165 whole entry, looked up): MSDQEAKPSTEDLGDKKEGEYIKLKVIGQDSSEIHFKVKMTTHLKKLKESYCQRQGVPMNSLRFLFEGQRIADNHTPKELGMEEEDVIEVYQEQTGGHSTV
NadD block: blocks S. aureus nicotinate mononucleotide adenylyltransferase; purified NadD enzyme, colorimetric absorbance read-out; inhibition, % at 20 µM; actives 0.78% (n = 360,000); in the data active means inhibition above about 26%; further: some compounds past the cut are filed as inactive
MLLE-PAM2 inh: blocks PAM2 peptide binding to the PABP1 MLLE domain; actives 0.36% (n = 360,000); P11940; AID 588489; inhibition, % at 20 µM; GST-MLLE / FITC-PAM2 fluorescence polarization; in the data active means inhibition above about 35%, passing the limit was not always enough;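 further: plate controls were DMSO wells with GST-MLLE for no effect and wells lacking GST-MLLE protein for full effect; some results filed as inactive read as strong as hits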
Scp-1 inhibitor: inhibitors of human Scp-1 phosphatase; Q9GZU7; inhibition, % at 20 µM; actives 0.88% (n = 340,000); Recombinant Scp1, phosphopeptide, malachite green phosphate absorbance;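 active means inhibition above about 50% at 20 µM, limit read from the data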;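 further: plate controls were DMSO wells with enzyme for no effect and wells lacking enzyme for full effect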
Target sequence (Q9GZU7 76-261 limits assumed): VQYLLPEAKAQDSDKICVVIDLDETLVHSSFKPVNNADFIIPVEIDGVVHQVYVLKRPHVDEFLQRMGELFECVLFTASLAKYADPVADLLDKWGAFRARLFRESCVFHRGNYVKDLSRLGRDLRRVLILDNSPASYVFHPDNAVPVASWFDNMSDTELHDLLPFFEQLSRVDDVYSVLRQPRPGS
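Material – SCP-1 phosphatase catalytic domain, residues 76-261 · Buffer or medium – Acidic Tris acetate buffer with magnesium and detergent · Also added – Phospho 17-mer peptide substrate · Compound – single 20 µM dose, 1% DMSO · Times – 45 min room-temperature reaction, 5 min colour, 30 min stabiliser · Technique – Phosphate-binding colour reagent, absorbance read at 630 nm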
DNMT1 block: DNMT1 (human) enzyme inhibition; P26358; DNMT1 molecular beacon, Hinp1I cleavage, fluorescence; inhibition (reported as % activation of signal), % at 10 µM; actives 0.83% (n = 360,000); AID 588458; in the data active means inhibition above about 50%
The depositor's hits bear a star.

Screening CCOC(=O)NC(=O)/C(C#N)=C\NNc1ncc(C(F)(F)F)cc1Cl returned STEP inh -1, Rpn11 inh inactive, Tb MetRS inh -0.2, LMPTP block 0.6, CSN inh -16, SUMO1-SIM PPI 3, NadD block -2, MLLE-PAM2 inh -18, Scp-1 inhibitor -1 and DNMT1 block 2.
`Cc1ccccc1C(=O)Nc1cccc(NC(=O)c2ccccc2[N+](=O)[O-])c1` gave STEP inh -1, Rpn11 inh inactive, Tb MetRS inh -0.4, LMPTP block -1.1, CSN inh 3, SUMO1-SIM PPI -16, NadD block -10, MLLE-PAM2 inh -10, Scp-1 inhibitor -9 and DNMT1 block 0.
O=C(NCCc1ccccc1F)c1cc(COc2ccc(F)cc2F)on1 was read as STEP inh -3, Rpn11 inh inactive, Tb MetRS inh 0.5, LMPTP block -1.0, CSN inh 5, SUMO1-SIM PPI 4, NadD block -16, MLLE-PAM2 inh 1 and DNMT1 block 0.
Cc1oc(-c2cc(F)ccc2F)nc1CN1CCN(C)C(=O)[C@@H]1C was read as STEP inh 5, Rpn11 inh inactive, Tb MetRS inh -0.5, LMPTP block -1.2, CSN inh 0, SUMO1-SIM PPI 2, NadD block 0, MLLE-PAM2 inh -2, Scp-1 inhibitor -4 and DNMT1 block -2.
Screening Cc1ccc(CN2CCCN(Cc3c(F)cccc3Cl)S2(=O)=O)cc1 returned STEP inh 2, Rpn11 inh inactive, Tb MetRS inh -1.4, LMPTP block 3.0, CSN inh 7, SUMO1-SIM PPI 4, NadD block 3, MLLE-PAM2 inh 3, Scp-1 inhibitor -3 and DNMT1 block -1.
`COc1ccc(Cc2nnc(-c3cccc(C)c3)o2)cc1OC` gave STEP inh -1, Rpn11 inh inactive, Tb MetRS inh -0.6, LMPTP block 0.0, CSN inh 0, SUMO1-SIM PPI -6, NadD block -4, MLLE-PAM2 inh 0, Scp-1 inhibitor 3 and DNMT1 block -1.
`Oc1ccc(-c2csc(Nc3ncccn3)n2)c(O)c1` gave STEP inh -1, Rpn11 inh inactive, Tb MetRS inh 0.2, LMPTP block 0.6, CSN inh -7, SUMO1-SIM PPI 7, NadD block -1, MLLE-PAM2 inh 10, Scp-1 inhibitor -3 and DNMT1 block -3.
`Cc1ccc2c(c1)cc(CN(Cc1ccc3c(c1)OCO3)S(=O)(=O)c1ccccc1)c1nnnn12` gave STEP inh 0, Rpn11 inh inactive, Tb MetRS inh 0.1, LMPTP block 0.8, CSN inh 5, SUMO1-SIM PPI 1, NadD block 3, MLLE-PAM2 inh -5, Scp-1 inhibitor -14 and DNMT1 block -3.
C=CC[C@@H](Cc1ccc(F)cc1)C(=O)OC[C@@H]1CCCN1C(=O)[C@@H](CC=C)CC(=O)NCCO was read as STEP inh -3, Rpn11 inh inactive, Tb MetRS inh -0.3, LMPTP block -0.8, CSN inh 0, SUMO1-SIM PPI 4, NadD block -3, MLLE-PAM2 inh 17, Scp-1 inhibitor -4 and DNMT1 block 6.
Screening Cc1ccc(N2C(=O)C3C=NNC3C2=O)cc1 (stereo not given) returned STEP inh -5, Rpn11 inh inactive, Tb MetRS inh -1.1, LMPTP block -0.8, CSN inh -9, SUMO1-SIM PPI 0, NadD block -13, MLLE-PAM2 inh 15, Scp-1 inhibitor -7 and DNMT1 block -1.
Screening Cc1csc(NC(=O)Cn2cnnn2)n1 returned STEP inh -3, Rpn11 inh inactive, Tb MetRS inh -0.5, LMPTP block -1.2, CSN inh -1, SUMO1-SIM PPI 0, NadD block 5, MLLE-PAM2 inh -14, Scp-1 inhibitor -2 and DNMT1 block -4.
Screening C[C@@H]1O[C@H](CCc2cccc(Cl)c2)CC2=C1C(=O)OC(C)(C)O2 returned Tb MetRS inh -1.5, LMPTP block -0.8, CSN inh -1, SUMO1-SIM PPI 7 and NadD block -5.
COC(=O)c1c(CCl)noc1C(=O)NC(C)C was read as STEP inh -3, Rpn11 inh inactive, Tb MetRS inh -0.3, LMPTP block -2.5, CSN inh -2, SUMO1-SIM PPI 1, NadD block -2, MLLE-PAM2 inh -5, Scp-1 inhibitor -8 and DNMT1 block 9.
For COc1cc2ccccc2cc1C(=O)N1CCN(C(C)=O)CC1 the results were STEP inh -2, Rpn11 inh inactive, Tb MetRS inh -0.3, LMPTP block -0.5, CSN inh -7, SUMO1-SIM PPI -3, NadD block -5, MLLE-PAM2 inh 10, Scp-1 inhibitor -2 and DNMT1 block 2.
For NC(=O)c1nnn(Cc2cc(Cl)c(C(=O)c3ccc(Cl)cc3)c(Cl)c2)c1N the results were Tb MetRS inh -0.5, LMPTP block 2.1, CSN inh -3, SUMO1-SIM PPI 6 and NadD block 7.
`CN(Cc1ccccc1)C(=O)c1ccc(NC(=O)Cc2ccc(NC(=O)C3CCCN(C(=O)C4CCCCC4)C3)cc2)cc1` (stereo not given) gave STEP inh 4, Rpn11 inh inactive, Tb MetRS inh 0.0, LMPTP block 0.2, CSN inh 3, SUMO1-SIM PPI 4, NadD block 8, MLLE-PAM2 inh 0, Scp-1 inhibitor 8 and DNMT1 block -6.
For COc1ccc(CCNc2nncc(=O)[nH]2)cc1OC the results were STEP inh -7, Rpn11 inh inactive, Tb MetRS inh -0.7, LMPTP block -1.1, CSN inh -1, SUMO1-SIM PPI 1, NadD block 1, MLLE-PAM2 inh -5, Scp-1 inhibitor 1 and DNMT1 block 3.
Screening COc1ccc(C(=S)N2CCOCC2)cc1OS(=O)(=O)c1ccc(Br)cc1 returned STEP inh -1, Rpn11 inh inactive, Tb MetRS inh -0.1, LMPTP block -0.6, CSN inh -5, SUMO1-SIM PPI 8, NadD block -4, MLLE-PAM2 inh 19, Scp-1 inhibitor -9 and DNMT1 block -3.
For COc1ccc(/C=C(\C#N)C(=O)OCC(=O)NCc2ccco2)cc1 the results were STEP inh -1, Rpn11 inh inactive, Tb MetRS inh -0.2, LMPTP block 0.9, CSN inh -1, SUMO1-SIM PPI -25, NadD block 0, MLLE-PAM2 inh -6, Scp-1 inhibitor 0 and DNMT1 block 5.
CCOC(=O)c1csc(NC(=O)c2ccc(C#N)cc2)n1 was read as STEP inh -2, Rpn11 inh inactive, Tb MetRS inh -1.2, LMPTP block 0.3, CSN inh 4, SUMO1-SIM PPI 0, NadD block -2, MLLE-PAM2 inh 11, Scp-1 inhibitor 9 and DNMT1 block 13.
`C/C=C/C(=O)OCc1csc(CC(=O)Nc2ccccc2C)n1` gave STEP inh 0, Rpn11 inh inactive, Tb MetRS inh 0.4, LMPTP block -0.9, CSN inh 1, SUMO1-SIM PPI -1, NadD block 1, MLLE-PAM2 inh -32, Scp-1 inhibitor -8 and DNMT1 block 0.
`O=C(c1cccc([N+](=O)[O-])c1)N1CCN(Cc2ccc3c(c2)OCO3)CC1` gave STEP inh -1, Rpn11 inh inactive, Tb MetRS inh -0.2, LMPTP block 0.4, CSN inh -4, SUMO1-SIM PPI -10, NadD block -1, MLLE-PAM2 inh 9, Scp-1 inhibitor -7 and DNMT1 block 0.
`Cc1noc(C)c1C(=O)NCCc1ccc(Cl)cc1` gave STEP inh -7, Rpn11 inh inactive, Tb MetRS inh -1.5, LMPTP block -0.1, CSN inh 1, SUMO1-SIM PPI 3, NadD block 1, MLLE-PAM2 inh 1, Scp-1 inhibitor -9 and DNMT1 block 3.
Screening CCOc1ccc(OCC(=O)Nc2ccc(S(=O)(=O)Nc3cc(C)nc(C)n3)cc2)cc1 returned STEP inh 2, Rpn11 inh inactive, Tb MetRS inh -1.0, LMPTP block -2.6, CSN inh -3, SUMO1-SIM PPI 14, NadD block 0, MLLE-PAM2 inh -4, Scp-1 inhibitor 0 and DNMT1 block -4.
`COc1cc2nc(NCCCN3CCN(C)CC3)n3nc(-c4ccccc4)nc3c2cc1OC` gave STEP inh 4, Rpn11 inh inactive, Tb MetRS inh 0.1, LMPTP block -4.7, CSN inh -1, SUMO1-SIM PPI 6, NadD block -11, MLLE-PAM2 inh 4, Scp-1 inhibitor -9 and DNMT1 block 22.
`CCCCCCCCCCSc1n[nH]c(N)n1` gave STEP inh 4, Rpn11 inh inactive, Tb MetRS inh -0.2, LMPTP block 0.6, CSN inh 3, SUMO1-SIM PPI -1, NadD block -2, MLLE-PAM2 inh 1, Scp-1 inhibitor -3 and DNMT1 block -2.
Cc1cccc(N(CC(=O)NCc2ccco2)C(=O)CCC(=O)Nc2ccccn2)c1 was read as STEP inh 5, Rpn11 inh inactive, Tb MetRS inh -1.2, LMPTP block -1.6, CSN inh 2, SUMO1-SIM PPI 0, NadD block -7, MLLE-PAM2 inh 7, Scp-1 inhibitor 0 and DNMT1 block 1.
`CCN(CC)C(=O)CSc1ccccc1N` gave STEP inh 0, Rpn11 inh inactive, Tb MetRS inh 0.1, LMPTP block 0.7, CSN inh -5, SUMO1-SIM PPI 1, NadD block 3, MLLE-PAM2 inh 16, Scp-1 inhibitor 0 and DNMT1 block -3.
Screening Cc1cccc(CCNC(=O)CC2C(=O)NCCN2Cc2ccccc2C)n1 (stereo not given) returned STEP inh -1, Rpn11 inh inactive, Tb MetRS inh 0.1, LMPTP block -1.3, CSN inh -1, SUMO1-SIM PPI 2, NadD block 3, MLLE-PAM2 inh 20, Scp-1 inhibitor -5 and DNMT1 block -2.
For Cc1ccc(-c2cc(C(=O)N3CCN(C(=O)c4ccco4)CC3)[nH]n2)cc1C the results were STEP inh 3, Rpn11 inh inactive, Tb MetRS inh -0.5, LMPTP block -0.5, CSN inh 0, SUMO1-SIM PPI -1, NadD block -5, MLLE-PAM2 inh -1, Scp-1 inhibitor -6 and DNMT1 block 0.
`COC(=O)CNC(=O)COc1ccccc1` gave STEP inh 0, Rpn11 inh inactive, Tb MetRS inh -1.4, LMPTP block 0.0, CSN inh -3, SUMO1-SIM PPI -3, NadD block -5, MLLE-PAM2 inh -16, Scp-1 inhibitor -3 and DNMT1 block 3.

Two records drawn at random from those above:
`COc1cc2nc(NCCCN3CCN(C)CC3)n3nc(-c4ccccc4)nc3c2cc1OC` gave STEP inh 4, Rpn11 inh inactive, Tb MetRS inh 0.1, LMPTP block -4.7, CSN inh -1, SUMO1-SIM PPI 6, NadD block -11, MLLE-PAM2 inh 4, Scp-1 inhibitor -9 and DNMT1 block 22.
Screening Cc1ccc(CN2CCCN(Cc3c(F)cccc3Cl)S2(=O)=O)cc1 returned STEP inh 2, Rpn11 inh inactive, Tb MetRS inh -1.4, LMPTP block 3.0, CSN inh 7, SUMO1-SIM PPI 4, NadD block 3, MLLE-PAM2 inh 3, Scp-1 inhibitor -3 and DNMT1 block -1.
